TCR-CD3 inh = human TCR-CD3 binding inhibition. TAMRA-labeled TCR probe fluorescence, biochemical. inhibition, % at 9.4 µM. hit rate 0.37% among 360,000; in the data active = inhibition above about 19%;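 also: recombinant mutant TCR 2C K166C tagged with TAMRA read by polarization; 0% = receptor in buffer alone and 100% = receptor with positive control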
mABHD4 FP = inhibits mouse alpha/beta hydrolase domain 4; Q8VD66; purified mABHD4, FP-Rh probe fluorescence polarization; inhibition, % at 8.92 µM; hit rate 0.54% among 370,000; AID 720543;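 active = inhibition exceeding the mean over every tested compound plus 3 SD, cut at about 30% in these data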;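 also: 0% = plate median of compound wells and 100% = S159A mutant with DMSO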
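Test system: mouse ABHD4 enzyme, wild type. Reagent: FP-Rh fluorescent activity-based probe, added after compound pre-incubation. Timing: pre-incubation 45 min, probe exposure 60 min, at 25 °C. Technique: FP readout, ex 525 nm / em 598 nm. Benchmarks: high control S159A mutant with DMSO, low control median of compound wells.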
LEDGF integ inh = blocks HIV-1 LEDGF/p75-dependent DNA integration; hit rate 0.64% among 370,000; inhibition, % at 3.7 µM; TR-FRET IN-LEDGF/p75 DNA integration, Eu/Cy5;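 active = inhibition above the screen-wide mean plus 3 SD, cut at about 13% in these data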;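 also: signal is the Cy5 over europium emission ratio at 671 and 618 nm; 0% = plate median of compound wells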
rCAG RNA binder = r(CAG) repeat RNA binding; hit rate 1.3% among 370,000; TO-PRO-1 dye displacement fluorescence; inhibition, % at 3 µM; AID 651821;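 active = inhibition above the plate cutoff, the mean of all test compounds on that plate plus 3 SD, cut at about 35% in these data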;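 also: 0% = DMSO alone and 100% = 100 µM mitoxantrone as full dye displacement; higher means more dye released from RNA so lower well fluorescence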
MBD2 DNA inh = blocks human MBD2 binding to methylated DNA; AID 686964; hit rate 0.31% among 370,000; TR-FRET, MBD2 binding to methylated oligonucleotide; inhibition, % at 4.4 µM; in the data active = inhibition above about 13%
Target sequence (Q9UBB5 whole entry, looked up): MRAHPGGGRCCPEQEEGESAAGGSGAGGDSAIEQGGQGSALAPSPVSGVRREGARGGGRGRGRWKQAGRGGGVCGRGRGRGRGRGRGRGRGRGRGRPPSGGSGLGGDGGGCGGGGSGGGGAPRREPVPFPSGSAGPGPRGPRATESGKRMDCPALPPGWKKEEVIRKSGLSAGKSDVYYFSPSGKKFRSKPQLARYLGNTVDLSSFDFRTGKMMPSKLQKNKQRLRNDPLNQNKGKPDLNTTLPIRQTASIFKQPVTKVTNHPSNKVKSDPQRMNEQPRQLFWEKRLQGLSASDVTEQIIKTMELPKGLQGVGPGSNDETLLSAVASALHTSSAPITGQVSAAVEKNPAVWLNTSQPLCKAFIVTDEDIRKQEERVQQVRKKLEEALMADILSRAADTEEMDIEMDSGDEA
HTRA1 inhibitor = blocks human HTRA1 serine peptidase | Q92743 | recombinant HTRA1, FP-rhodamine activity-based probe, fluorescence polarization | AID 504803 | hit rate 0.5% among 340,000 | inhibition, % at 5.96 µM; in the data active = inhibition above about 36%;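 also: 0% = enzyme with DMSO and 100% = wells lacking enzyme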
Target sequence (Q92743 whole entry, looked up): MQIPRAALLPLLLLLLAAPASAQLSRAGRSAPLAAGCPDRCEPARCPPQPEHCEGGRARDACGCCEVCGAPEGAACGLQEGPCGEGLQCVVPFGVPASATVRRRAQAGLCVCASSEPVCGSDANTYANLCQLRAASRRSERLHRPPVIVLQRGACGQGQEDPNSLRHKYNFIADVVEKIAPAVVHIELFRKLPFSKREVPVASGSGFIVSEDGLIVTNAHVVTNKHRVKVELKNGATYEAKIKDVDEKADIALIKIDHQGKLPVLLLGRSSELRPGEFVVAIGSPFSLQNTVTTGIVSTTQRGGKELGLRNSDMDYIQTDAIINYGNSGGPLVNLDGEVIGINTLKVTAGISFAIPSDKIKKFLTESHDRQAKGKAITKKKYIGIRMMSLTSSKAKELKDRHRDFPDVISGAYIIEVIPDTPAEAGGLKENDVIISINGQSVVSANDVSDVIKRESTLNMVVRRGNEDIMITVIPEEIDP
PRMT1 inh = inhibitors of human PRMT1. Q99873. recombinant PRMT1, activity-based probe fluorescence polarization. inhibition, % at 2.79 µM. hit rate 1.3% among 370,000. AID 652257;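 active = inhibition above about 21% made by adding two undisclosed values, limit read from the data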
UHRF1 binding = blocks human UHRF1 binding to methylated DNA. Q96T88. UHRF1 binding to methylated oligo, TR-FRET. inhibition, % at 4.4 µM. hit rate 0.75% among 370,000. AID 687016; in the data active = inhibition above about 21%;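 also: UHRF1 SRA domain binding a hemimethylated CpG hairpin DNA probe; 0% = median of test compound wells and 100% = reference inhibitor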
PG9 binder = binds the HIV-1 gp120 antibody PG9; AID 624416; hit rate 0.43% among 360,000; inhibition, % at 6.7 µM; TR-FRET gp120-PG9 antibody binding; in the data active = inhibition above about 8.5%
Rev-erbA mod = Rev-erb alpha (human) modulation; P20393; Rev-erbα–FITC-DNA binding, fluorescence polarization, 90 min; activity, % at 10 µM; hit rate 0.79% among 370,000; AID 1259318;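 active = activity above about 14%, limit read from the data; passing the limit was not always enough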;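 also: 0% = DMSO wells with 35 nM protein and 100% = DMSO wells with 750 nM protein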
* marks the source's active call; other numbers are inactive results; x = not tested or not shown. A portion of the library; the hit share may differ from the screen's.

SMILES	TCR-CD3 inh	mABHD4 FP	LEDGF integ inh	rCAG RNA binder	MBD2 DNA inh	HTRA1 inhibitor	PRMT1 inh	UHRF1 binding	PG9 binder	Rev-erbA mod
Cc1ccc(-n2c(SCC(=O)Nc3ccc4c(c3)OCO4)nnc2-c2ccoc2C)cc1	4	1	0	-2	4	-7	-1	-1	0.2	1
Cc1cccc(-c2ccc3ncnc(NCc4cccs4)c3c2)c1	2	-34	-2	3	3	-116	-4	0	1.0	1
O=C(Nc1ccc(F)cc1)C(c1cc2ccccc2o1)N1CCN(C(=O)c2ccco2)CC1 (configuration not stated)	-5	-15	-2	7	3	x	7	1	-1.1	10
CCOC(=O)N1CCN(C(=O)c2cc(COc3ccc4ncccc4c3)on2)CC1	-6	-3	0	-7	2	-6	4	-2	0.7	-5
NC(=O)c1ccc(NC(=O)CN2CCN(Cc3ccccc3)CC2)cc1	-8	2	-5	-3	-2	0	-2	-1	0.4	1
Cc1cccc(-c2noc(CCCC(=O)NCC3CCCO3)n2)c1 (configuration not stated)	-6	0	-4	-4	4	5	1	-1	0.9	3
CC(=O)Nc1ccc(Cl)c(C(N)=O)c1	-3	-4	2	1	-1	2	-4	2	0.7	0
COc1ccc(C(=O)NCCN2CCC(n3c(=O)[nH]c4ccccc43)CC2)cc1F	7	2	-4	-1	-3	x	1	0	-1.3	-4
CCOc1ccc(OCCC(=O)OCC(=O)NCc2ccc(Cl)cc2)cc1	-6	-28	4	-2	0	-2	-4	3	-1.9	2
CC(C)(C)c1ccc(C(=O)C2CCCN(C(=O)CCn3cncn3)C2)cc1 (configuration not stated)	-2	-6	-1	-9	-1	-1	1	0	-2.1	0
CS(=O)(=O)N(CC(=O)N1CCN(Cc2ccccc2)CC1)Cc1ccccc1	-12	-1	5	-6	8	9	1	7	1.5	6
OCc1nc2ccccc2n1CCCOc1ccccc1	7	-3	3	1	-5	1	-2	-2	1.1	x
CCOC(=O)c1c(-c2ccccc2)csc1NC(=O)/C(C#N)=C/c1ccc(O)c(OC)c1	-9	-9	1	45*	-5	-38	-4	1	1.8	26*
CCCc1nc(SCC(=O)Nc2nc3c(s2)CCCC3)c2ccccc2n1	0	6	-1	3	3	-10	2	-1	-0.2	0
Cc1ccc(OCCNC(=O)c2ccccc2O)cc1	-8	-21	-1	0	3	1	7	4	0.0	-4
Cc1onc(-c2c(F)cccc2Cl)c1C(=O)Nc1cccc(Cn2cccn2)c1	5	2	-1	1	-2	-9	2	1	2.8	0
CCCn1c(CNC(=O)c2ccccc2)nc2ccccc21	2	-1	-2	-3	-4	-1	-3	-3	-1.2	1
Cc1nc(NC(=O)COC(=O)CCc2nc3ccccc3s2)c(Cl)cc1Cl	-5	2	-5	-4	-1	-3	1	4	-0.7	-3
N#CC(c1ccc(Cl)cc1)c1cccc(Cl)n1 (configuration not stated)	6	-5	-2	-2	-3	-6	-1	0	1.7	4
OC(c1ccc(F)c(F)c1)c1nc(-c2ccoc2)cs1 (configuration not stated)	-1	6	10	6	-4	x	-1	0	-1.9	-2
O=C(CCc1c[nH]c2ccccc12)NCCOc1ccccc1	-10	-4	1	3	-5	-10	-1	1	-1.1	5
CCCNC(=O)c1csc(Nc2cccc3ccccc23)n1	-12	2	0	0	-2	-16	1	2	-0.8	-3
CC(C)(C)OC(=O)N1CCC[C@H]1c1nnc(SCc2c(Cl)cccc2Cl)o1	-3	0	-4	-10	-1	-4	-1	-1	-1.2	2
O=C(CNc1ccc(F)cc1F)NC(=O)NCc1ccco1	-12	5	-4	0	3	2	3	3	0.3	-3
O=C(CNC(=O)c1ccccc1F)OCCCOC(=O)CNC(=O)c1ccccc1F	-4	-2	2	-5	-4	2	3	3	1.1	-5
O=C(CCN1C(=O)S/C(=C\c2ccccc2)C1=O)N1CCCCC1	0	8	-5	-4	0	-6	4	-4	-2.1	-2
CCOC(=O)C1(Cc2ccccc2)CCN(Cc2ccc(COC)o2)CC1	0	2	-2	-10	4	-2	2	2	-0.8	1
COc1ccc(-n2c(=O)c3c4c(sc3n3c(=S)[nH]nc23)COC(C(C)C)C4)cc1 (configuration not stated)	7	-2	1	5	-1	x	5	-1	-2.4	6
CC(=O)Nc1ccc(NC(=O)CSc2nnc(CNc3ccc(F)cc3)n2CC2CCCO2)cc1 (configuration not stated)	-8	3	-2	-3	-2	-3	2	1	0.1	2
Cc1ccc(-c2ccccc2[C@@H]2C[C@H]3CN(C)C(=O)[C@]34CCCN24)o1	-8	6	-1	-9	-1	-5	4	2	0.3	1
CCc1ccc(NC(=O)[C@H](NC(=O)[C@@H]2Cc3ccccc3CN2)c2ccccc2)cc1	1	-6	-9	-2	1	-17	1	1	0.3	-6
CN(C(=O)c1ccccc1C(=O)OCC(=O)c1ccc(F)cc1)c1ccccc1	2	2	5	-3	2	-5	-2	-4	-0.1	1
O=[N+]([O-])c1cccnc1C1OCCO1	6	1	0	2	-5	0	-4	-1	-0.7	-2
COC(=O)c1scc(S(=O)(=O)C(C)(C)C)c1N	7	7	0	0	-3	3	5	1	0.2	-1
O=C(N[C@H]1C/C=C\C[C@H](CC(=O)N(CCO)Cc2ccccc2)C(=O)N[C@H](Cc2c[nH]c3ccccc23)COC1=O)OCC1c2ccccc2-c2ccccc21	2	-14	1	16	-3	-13	-1	-1	1.0	6
CC(C)NC(=O)c1cc(C2CCCCN2S(=O)(=O)c2ccc(F)cc2F)on1 (configuration not stated)	3	-2	0	-1	-4	x	-2	0	-0.6	-7
O=c1[nH]cnc2c1cnn2Cc1ccccc1	9	7	3	1	-1	-6	0	-2	-2.1	2
Cc1ccc(C(=O)Nn2cnnc2)cc1	4	-4	1	0	1	6	-1	10	-0.5	10
Cc1ccc2c(Cl)c(C(=O)NCC3CCCO3)sc2c1 (configuration not stated)	-3	-3	0	-3	-5	-9	-1	-2	1.4	3
COc1cccc(NC(=O)CN(C)C(=O)[C@@H]2CCCN2C(=O)c2cccs2)c1	3	0	0	-4	-6	2	3	-1	1.1	1
Nc1ccc(C(=O)OCC(=O)N2CCOCC2)cc1[N+](=O)[O-]	5	5	1	2	-5	8	0	-1	-2.2	11
Cc1cccc(NC(=O)CSc2cccc[n+]2[O-])c1C	4	2	3	1	0	1	1	-3	16*	-8
Cn1c(=O)cc(SCC(=O)NCC2CCCO2)c2ccc(Cl)cc21 (configuration not stated)	-6	5	3	0	0	4	-1	2	-11	-1
O=C1C(C=NCC2CCCO2)=C(O)c2ccccc21 (configuration not stated)	-4	-3	9	4	-3	0	-1	4	-0.8	0
O=C(Cn1ccc2ccccc21)Nc1ccc2c(c1)OCO2	4	-6	-8	-5	2	0	2	3	-1.9	2
COc1ccc(S(=O)(=O)N2CCCC(N(C)CCc3ccccc3)C2)cc1OC (configuration not stated)	0	-1	-10	2	1	0	0	-1	0.2	-2
CN(CC(=O)N1CC=C(c2ccccc2)CC1)S(=O)(=O)c1ccc2c(c1)c(=O)n(C)c(=O)n2C	0	-4	3	8	-4	-1	-4	-1	0.9	-3
C=CCN(c1ccccc1OC)S(=O)(=O)c1cccc(C(=O)NCc2ccco2)c1	4	6	0	2	-1	1	0	0	0.2	3
CCn1cc(C(=O)N2CCN(Cc3ccc4c(c3)OCO4)CC2)c(=O)c2ccc(C)nc21	1	8	0	-1	1	-5	-5	-10	1.0	0
CC(C)NC(=O)COC(=O)c1ccc(Cl)c(S(N)(=O)=O)c1	8	-2	-1	-1	6	3	-3	0	-2.3	1

(continued)
SMILES	TCR-CD3 inh	mABHD4 FP	LEDGF integ inh	rCAG RNA binder	MBD2 DNA inh	HTRA1 inhibitor	PRMT1 inh	UHRF1 binding	PG9 binder	Rev-erbA mod
NS(=O)(=O)c1ccc(NC(=S)N2CCN(c3ccccc3Cl)CC2)cc1	-8	1	-1	5	-4	-2	1	9	2.2	0
COc1cc(CN2CCN(C(=O)c3ccc(-c4ccccc4)cc3)CC2)cc(OC)c1OC	4	10	-2	-6	0	-7	-1	-3	-0.2	1
O=C(N=C1N=C2C=CC(Br)=CN2Cc2ccccc21)c1ccc([N+](=O)[O-])cc1[N+](=O)[O-]	-4	-6	5	7	-3	-2	-1	-2	-0.7	-2
COc1ccccc1C(=O)NCCC(=O)N1CC=C(c2ccccc2)CC1	2	0	2	-4	-1	-1	-4	3	-3.9	-4
Cc1ccc(S(=O)(=O)N2CCc3ccccc3C2CC(=O)O)cc1 (configuration not stated)	-1	-13	2	1	3	3	8	7	0.5	1
CCCCCC(=O)N1C[C@H](n2cc(C3CC3)nn2)[C@@H](O)C[C@@H]1c1ccc(OC)cc1	0	-1	-1	2	1	3	2	-1	0.9	2
CC(=O)Nc1ccc(S(=O)(=O)Nc2nccc(C3Cc4ccccc4C(=O)O3)n2)cc1 (configuration not stated)	8	-7	-2	1	2	3	3	1	0.2	5
COc1ccc(S(=O)(=O)N2CCOCC2)cc1NC(=O)CCNC(=O)c1ccc(Br)cc1	1	12	-2	5	3	2	12	-2	2.0	10
CC(=O)c1ccc(OCc2cc(C(=O)NCCc3ccc(Cl)cc3)no2)cc1	4	-3	-2	-2	-4	-3	-4	0	0.3	0
C[C@H](NS(=O)(=O)c1ccc(Cl)c(Cl)c1)C(=O)OCc1cc(=O)n2cc(Br)ccc2n1	0	-1	0	11	2	4	0	-2	-2.5	0

Complete entries as entered above. Values in the order: TCR-CD3 inh	mABHD4 FP	LEDGF integ inh	rCAG RNA binder	MBD2 DNA inh	HTRA1 inhibitor	PRMT1 inh	UHRF1 binding	PG9 binder	Rev-erbA mod
CCOc1ccc(OCCC(=O)OCC(=O)NCc2ccc(Cl)cc2)cc1 is listed as -6	-28	4	-2	0	-2	-4	3	-1.9	2
Cc1cccc(NC(=O)CSc2cccc[n+]2[O-])c1C is listed as 4	2	3	1	0	1	1	-3	16*	-8
COc1ccc(S(=O)(=O)N2CCCC(N(C)CCc3ccccc3)C2)cc1OC (configuration not stated) is listed as 0	-1	-10	2	1	0	0	-1	0.2	-2
COc1cccc(NC(=O)CN(C)C(=O)[C@@H]2CCCN2C(=O)c2cccs2)c1 is listed as 3	0	0	-4	-6	2	3	-1	1.1	1
CCOC(=O)C1(Cc2ccccc2)CCN(Cc2ccc(COC)o2)CC1 is listed as 0	2	-2	-10	4	-2	2	2	-0.8	1

(listing goes on)
SMILES	TCR-CD3 inh	mABHD4 FP	LEDGF integ inh	rCAG RNA binder	MBD2 DNA inh	HTRA1 inhibitor	PRMT1 inh	UHRF1 binding	PG9 binder	Rev-erbA mod
Cc1sc2ccccc2c1CNC[C@H]1O[C@@H](n2ccc(=O)[nH]c2=O)[C@H](O)[C@@H]1O	-5	1	-1	4	7	x	1	20	-0.8	9
Cc1c(C(=O)NNC(=O)c2ccccc2O)oc2ccccc12	23*	24	-8	8	4	28	4	-2	-0.5	6
COc1ccc(NC(=O)CN(C)CC(=O)NC(=O)NC2CCCCC2)cc1	2	-8	-5	4	2	-6	5	3	-0.6	-4
COc1ccc(-c2nnc(SCC(=O)NC3CCCCC3)o2)cc1OC	-2	0	-1	-4	2	-2	0	0	-0.7	1
COc1ccc2c(c1)CNC2CS(=O)(=O)NCc1ccccc1 (configuration not stated)	x	0	0	8	-8	x	-4	-3	x	-7
COc1ccc(/C=N/NC(=O)C(C)n2nnc3ccccc32)cc1OC (configuration not stated)	-8	-1	6	-4	-1	3	-3	1	0.5	-4
Cc1ccc(NC(=S)Nc2ccc(S(=O)(=O)N3CCOCC3)cc2)cc1S(=O)(=O)N1CCOCC1	7	0	-3	6	-6	-4	1	0	-0.7	17*
COCC(C)NC(=O)CCS(=O)(=O)c1nc(-c2ccc(OC)cc2)cc(C(F)(F)F)n1 (configuration not stated)	1	2	-5	-1	4	3	-1	-3	-0.8	-6
